IkB signaling: IkB Signaling; ABC-DLBCL IkBa-CBG/CBR dual luciferase ratio, 4 h; response scale: scaled: untreated 0%, proteasome inhibitor 100%; Potency, µM (titrated, usually from 57.1 µM), for the others: at the top dose IkBa stabilization activation; actives 0.04% (n = 110,000); AID 445, 2006; active means well fitted curve in the direction sought with a large enough effect in the signal ratio, not every such curve was filed as active; inconclusive means small, poorly fitted or top-dose-only effect, or a change in a side signal; the % refers to the signal ratio;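 further: the direction sought is a rising ratio; 0% = basal untreated cells and 100% = reference inhibitor full response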
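Curves were fitted separately to fusion (green), unfused (red) and ratio luminescence, then classed by r2, magnitude and activity. Cells: OCI-Ly3, 4 h compound plus doxycycline at 37C; 10 uM MG-132 defined full response.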
p53ts 32C tox: qHTS Screen for Compounds that Selectively Target Cancer Cells with p53 Mutations: Cytotoxicity of p53ts Cells at the Permissive Temperature. H1299-p53A138V at 32C, ATP luminescence viability, 24 h. Potency, µM (titrated, usually from 46.1 µM), for inactives: top-dose activity change, negative = cytotoxicity, most hits filed as cytotoxic. actives 0.93% (n = 130,000). AID 924, 2007;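 further: 0% = DMSO and -100% = full killing by reference compound; nearly all actives have a fitted effect of over 55% in size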
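ATP-content luminescence (ATPlite) read-out after 24 h compound exposure at 32C in H1299-p53A138V cells (600/well). Tested up to 46 uM. Normalized to DMSO (0%) and 100 uM tamoxifen (100% killing); Hill-fit AC50.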
p53ts 39C kill: qHTS Screen for Compounds that Selectively Target Cancer Cells with p53 Mutations: Cytotoxicity of p53ts Cells at the Nonpermissive Temperature; H1299-p53A138V viability at 39C, ATP luminescence, 24 h; Potency, µM (series often up to 46.1 µM), for inactives: top-dose activity change, negative = cell killing, most hits filed as cytotoxic; actives 1.5% (n = 130,000); further: nearly all actives have a fitted effect of over 55% in size
Imprint erasure: qHTS Assay for Compounds that Induce Erasure of Genomic Imprints | mouse ES Peg3-LacZ reporter, beta-gal luminescence, 40 h | actives 0.02% (n = 110,000) | AID 1948, 2009 | Potency, µM (titrated, usually from 60.7 µM), for the others: top-dose activity change, positive = activation, actives largely listed as activators;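 further: 0% = negative control wells on the plate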
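Readout: BetaGlo luminescence (5 min, room temp) for LacZ from the normally silent maternal Peg3 allele in female Peg3LacZ-Neo ES cells. Cells 300/well, 40 h, 37C, 5% CO2. Data normalized per plate to negative controls.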
Active calls of the source: *; ? = inconclusive; nt = not tested or not shown; [ ] = dose if it differs, or a comment. Unless noted, the call rests on the fitted dose curve; in most records, active means well fitted curve in the direction sought with a large enough effect; inconclusive means small, poorly fitted or top-dose-only effect, or another doubt; inactive means no such curve, though single readings can be large; an effect the other way counts as inactive or inconclusive. Unless noted, on the % scale 0 is the no-effect control and ±100 the full control effect; potency means the concentration at half of the fitted maximal effect.

The opening 3 records as a preview:
cpd	molecule	IkB signaling	p53ts 32C tox
1	COc1ccc(-c2noc(CSc3nnc(C)n3-c3ccc(C)cc3)n2)cc1OC	-0.9%	-3.8%
2	CC1CCCN(CCC(=O)Nc2ccc3c(c2)CCC3)C1 (stereo unspecified)	nt	1.0%
3	CC1CCN(C(=O)C2CCN(S(=O)(=O)c3cnc[nH]3)CC2)CC1	-0.5%	-8.1%

cpd	p53ts 39C kill	Imprint erasure
1	-13.6%	-8.1%[10.9 µM]
2	-3.3%	nt
3	-2.9%	-6.2%

The listing, repeating the preview:
cpd	molecule	IkB signaling	p53ts 32C tox
1	COc1ccc(-c2noc(CSc3nnc(C)n3-c3ccc(C)cc3)n2)cc1OC	-0.9%	-3.8%
2	CC1CCCN(CCC(=O)Nc2ccc3c(c2)CCC3)C1 (stereo unspecified)	nt	1.0%
3	CC1CCN(C(=O)C2CCN(S(=O)(=O)c3cnc[nH]3)CC2)CC1	-0.5%	-8.1%
4	Cc1sc2nc(SCC(=O)NCCO)n(C)c(=O)c2c1C	-0.1%	-3.6%
5	CC1CCC(C(=O)O)([C@H](Br)C(=O)O)CC1 (stereo partly specified)	0.2%[11.4 µM]	2.4%[9.22 µM]
6	Cc1cc(C)nc(Nc2ccc(N3CCOCC3)cc2)n1	-3.3%	12.6µM*
7	COC(=O)C1(C)NC(c2ccco2)C2C(=O)N(c3ccc(C)cc3)C(=O)C21 (stereo unspecified)	-0.9%	-1.3%
8	COC(=O)c1ccc(OC(=O)C2CC(=O)N(c3cccc(C)c3)C2)cc1 (stereo unspecified)	2.0%	6.0%
9	COC(=O)C(NC=O)C(O)(Cc1ccccc1)C(F)(F)F (stereo unspecified)	0.4%	2.1%
10	O=C(Nc1ccc(F)cc1)C(c1ccccc1)N1CCN(S(=O)(=O)c2ccccc2)CC1 (stereo unspecified)	nt	-3.1%

cpd	p53ts 39C kill	Imprint erasure
1	-13.6%	-8.1%[10.9 µM]
2	-3.3%	nt
3	-2.9%	-6.2%
4	3.5%	-9.4%
5	-1.1%[9.22 µM]	-1.0%[10.9 µM]
6	?	-15.1%
7	1.6%	1.1%
8	17.1%	-6.3%
9	5.0%	0.8%
10	-1.4%	nt

New compounds follow:
cpd	molecule	IkB signaling	p53ts 32C tox
11	Cc1cc2oc(C(=O)N(Cc3ccc(Cl)cc3)Cc3ccco3)c(C)c2cc1Cl	-1.2%	10.1%
12	O=C(COc1ccccc1Cl)N(Cc1ccco1)C1CCS(=O)(=O)C1 (stereo unspecified)	7.7%	3.1%
13	Cc1ccc(S(=O)(=O)N2CCN(C(=O)N(C)C)CC2)cc1C	-0.3%	5.1%
14	O=C(Nc1ccccc1)C1=C(O)CC(c2ccco2)CC1=Nc1ccccc1 (stereo unspecified)	7.3%	-1.1%
15	C[C@]12C=CC(=O)C=C1CC[C@H]1[C@@H]3C[C@@H](O)[C@](O)(C(=O)CO)[C@@]3(C)C[C@H](O)[C@@]12F	nt	10.1%
16	Cc1nnc(SCCn2c(N(C)Cc3ccccc3)nc3c2c(=O)n(C)c(=O)n3C)s1	0.4%	8.8%
17	COc1ccc(OC)c(N/C=C2/CCCCC2=O)c1	3.0%	-0.1%
18	N#C/C(=C(/O)COC(=O)CCCNC(=O)c1ccc(Cl)cc1)c1nc2ccccc2[nH]1	?	2.6%
19	COc1ccc(Cn2nnnc2CN2CCOCC2)cc1	0.3%	6.1%
20	COc1ccc(NC(=O)CSc2nc(-c3ccco3)cc(C(F)(F)F)n2)cc1Cl	?	-11.3%

cpd	p53ts 39C kill	Imprint erasure
11	-9.1%	16.6%[10.9 µM]
12	-10.2%	-15.7%
13	11.0%	-17.9%
14	-6.1%	16.6%
15	-11.3%	-1.5%
16	-2.6%	-11.6%
17	11.1%	13.3%
18	0.8%	2.6%
19	5.5%	-1.2%
20	-21.6%	11.6%[10.9 µM]

Reprinted from the entries so far (four entries):
cpd	molecule	IkB signaling	p53ts 32C tox
11	Cc1cc2oc(C(=O)N(Cc3ccc(Cl)cc3)Cc3ccco3)c(C)c2cc1Cl	-1.2%	10.1%
12	O=C(COc1ccccc1Cl)N(Cc1ccco1)C1CCS(=O)(=O)C1 (stereo unspecified)	7.7%	3.1%
13	Cc1ccc(S(=O)(=O)N2CCN(C(=O)N(C)C)CC2)cc1C	-0.3%	5.1%
14	O=C(Nc1ccccc1)C1=C(O)CC(c2ccco2)CC1=Nc1ccccc1 (stereo unspecified)	7.3%	-1.1%

cpd	p53ts 39C kill	Imprint erasure
11	-9.1%	16.6%[10.9 µM]
12	-10.2%	-15.7%
13	11.0%	-17.9%
14	-6.1%	16.6%

(further entries)
cpd	molecule	IkB signaling	p53ts 32C tox
21	Cn1nnnc1SCC(=O)Nc1ccccc1Cc1ccccc1	0.9%	5.6%
22	Cc1cc(C)cc(N2CC(C(=O)O)CC2=O)c1 (stereo unspecified)	-1.4%	0.7%
23	Cc1ccc(C)c(Cn2c(CO)nc3ccccc32)c1	-2.5%	-15.4%
24	Cc1ncc(CO)c2cc(C(N)=O)c(=Nc3ccccc3)oc12	-2.0%	0.7%
25	COC(=O)C(Cc1ccccc1)NC(=O)CSc1nc(N)cc(=O)[nH]1 (stereo unspecified)	1.5%	10.8%
26	c1cnn(-c2nc(N3CCOCC3)nc(N3CCOCC3)n2)c1	-0.6%	5.1%
27	CC(NC(=O)c1ccc(NS(C)(=O)=O)cc1)c1ccccc1 (stereo unspecified)	1.8%	-3.9%
28	O=C(NCc1ccccn1)c1cnc2sccn2c1=O	-1.1%	5.7%
29	CCOC(=O)N1CCC(NC(=O)c2cnn(-c3ccc(F)cc3)c2-n2cccc2)CC1	-1.3%	14.6%
30	O=C(CSc1nnc(NC(=O)C2CCC2)s1)Nc1ccc(N2CCOCC2)cc1	-0.3%	-4.5%

cpd	p53ts 39C kill	Imprint erasure
21	-2.8%	-7.2%
22	6.3%	-11.4%
23	-0.1%	-23.6%
24	8.5%	9.6%
25	-14.0%	9.4%
26	-24.2%	-1.9%
27	7.6%	7.3%
28	-20.6%	-13.6%
29	-8.2%	-6.6%[10.9 µM]
30	0.6%	-11.3%

Next section.
cpd	molecule	IkB signaling	p53ts 32C tox
31	Nc1nnc(SCc2cc3c(cc2Cl)OCO3)s1	-1.1%	2.4%
32	CN(C)S(=O)(=O)Nc1ccc(-c2cn3ccsc3n2)cc1	-1.9%	?
33	Cc1ccc2[nH]c(=O)c(CN(CC3CCCO3)C(=O)c3ccco3)cc2c1 (stereo unspecified)	0.7%	-1.9%
34	Cc1cccc(N2C(N)=C(C#N)C(C#N)(C#N)C2c2ccccc2)c1 (stereo unspecified)	?	1.1%
35	O=C(NCCCN1CCCC1=O)c1ccc2c(c1)ncn2C1CCCCC1	-0.5%	-2.2%
36	Cn1cnnc1SCC(=O)NC(=O)NC1CCCC1	0.1%	1.8%
37	O=C1c2oc3ccccc3c(=O)c2C(c2cccc(O)c2)N1Cc1ccc(F)cc1 (stereo unspecified)	?	3.4%
38	CC(=O)c1ccc(NC(=O)CCc2c(C)nn(-c3ccc4nnc(C)n4n3)c2C)cc1	?	2.3%
39	Cc1cc(C)c(C)c(OCC(=O)NCc2nc(-c3ccccc3)no2)c1	1.6%	1.8%
40	CCc1ccc(NC(=O)C2CCCN2S(=O)(=O)c2ccc3c(c2)n(C)c(=O)c(=O)n3C)cc1 (stereo unspecified)	2.3%	2.5%

cpd	p53ts 39C kill	Imprint erasure
31	2.1%	5.5%
32	?	-4.1%[10.9 µM]
33	-2.2%	-1.3%
34	42.6%[activator]	-8.7%
35	2.6%	6.6%
36	-5.4%	-5.6%
37	6.1%	23.0%[10.9 µM]
38	1.4%	-12.0%[10.9 µM]
39	-4.5%	-12.0%
40	-9.6%	-11.2%[10.9 µM]

Other records.
cpd	molecule	IkB signaling	p53ts 32C tox
41	Cc1nc2sccn2c(=O)c1S(=O)(=O)Nc1cc(Cl)ccc1O	0.3%	14.8%
42	Cc1ccc2nc(N3CCC(C(=O)N4CCN(c5cccc(Cl)c5)CC4)CC3)[nH]c2c1	?	-2.3%
43	O=C(CCSCCC(=O)NCc1ccco1)NCc1ccco1	8.2%	9.0%
44	COc1ccccc1NC(=O)N1CCN(c2ccccc2F)CC1	4.8%	5.3%
45	Cc1c(Cl)cccc1NC(=O)C1CCCN(c2nnc(-n3c(C)ccc3C)s2)C1 (stereo unspecified)	3.6%	-6.1%
46	COc1ccc(N2CC(O)=C(c3nc4ccccc4s3)C2=N)cc1	1.0%	-2.5%
47	Cc1ccc(CCNC(=O)c2cnc3c(C)cccn3c2=O)cc1	-0.7%	-2.8%
48	CCc1nnc(NC(=O)C2CCN(c3nc(C)cc(C)n3)CC2)s1	0.3%	-0.2%
49	Cc1cccc(-n2nc(C)c(C(=O)N3CCN(c4ccccc4)CC3)c2-n2cccc2)c1	?	15.9%
50	O=C(NC1CC1)c1c[nH]c2ccc(S(=O)(=O)Nc3cccc(C(F)(F)F)c3)cc2c1=O	?	-7.3%

cpd	p53ts 39C kill	Imprint erasure
41	-0.4%	27.6%[10.9 µM]
42	-1.5%	-11.8%[10.9 µM]
43	8.2%	-2.6%
44	7.9%	-10.4%
45	-11.2%	8.6%[10.9 µM]
46	-7.9%	1.5%
47	-19.9%	-9.9%[10.9 µM]
48	-3.6%	11.0%
49	-0.1%	-8.7%[10.9 µM]
50	-7.0%	-12.5%

(further entries)
cpd	molecule	IkB signaling	p53ts 32C tox
51	O=C(NCCC1=CCCCC1)C1CCN(S(=O)(=O)c2cnc[nH]2)CC1	-0.1%	5.0%
52	Cc1ccccc1SCC(=O)NC1CCOC1=O (stereo unspecified)	-0.1%	1.4%
53	COc1cccc(NC(=O)Cn2c(=O)n(CCC(=O)NCc3ccccc3OC)c(=O)c3ccccc32)c1	8.1%	-6.4%
54	CCCC(C)C(=O)Nc1ccc(C(N)=O)cc1 (stereo unspecified)	1.3%	3.7%
55	COc1ccc(NC(=O)N2CCC3(CC2)CCN(S(C)(=O)=O)CC3)cc1	-1.5%[11.4 µM]	10.6%
56	C[C@H](NC(=O)OC(C)(C)C)c1nnc(SCC(=O)Nc2ccc(Br)cc2)o1	8.4%	-3.9%
57	Cc1cccc(-c2nc3c(c(SCC(=O)N4CCOCC4)n2)CCCC3)c1	nt	-2.4%
58	COc1ccc2c(c1)NC1(O)c3ccccc3C(=O)C21O (stereo unspecified)	1.5%	-3.4%
59	O=c1cc(-c2ccc(O)c(O)c2)oc2cccc(O)c12	-0.1%[11.4 µM]	29.2%
60	COc1ccc(Br)cc1-c1noc(-c2ccncc2)n1	-1.4%	-2.5%

cpd	p53ts 39C kill	Imprint erasure
51	-0.7%	-27.2%
52	2.2%	0.4%
53	-1.1%	4.4%[10.9 µM]
54	10.4%	-8.2%
55	-3.7%	nt
56	0.9%	-14.3%
57	11.0%	nt
58	3.1%	-3.7%
59	15.8%	-37.6%[inhibitor]
60	-1.5%	-3.0%

New compounds follow.
cpd	molecule	IkB signaling	p53ts 32C tox
61	COc1cc(NC(=O)CN(c2ccc(C)cc2)S(=O)(=O)c2cccc3nonc23)cc(OC)c1	0.5%	2.6%
62	O=S(=O)(c1ccc(-c2csc(=Nc3ccc(F)cc3)n2CCCCCCO)cc1)N1CCCC1	?	?
63	CCOC(=O)c1c(NC(=O)CSc2nc3c(c(=O)n(C)c(=O)n3C)n2C(C)C)sc(C)c1C	0.6%	7.5%
64	CCOC(=O)c1[nH]c(C)c(CCC(=O)Nc2cc(Cl)ccc2C)c1C	0.1%	-3.7%
65	CCC1CCc2c(sc(NC(=O)c3ccco3)c2C(N)=O)C1 (stereo unspecified)	nt	-11.2%

cpd	p53ts 39C kill	Imprint erasure
61	2.9%	-8.2%[10.9 µM]
62	?	-21.6%[10.9 µM]
63	17.4%	5.8%
64	13.1%	-5.9%[10.9 µM]
65	-12.6%	nt

High-throughput results deposited in PubChem by National Center for Advancing Translational Sciences (NCATS).
